PKA-R1A activ: activators of PKA-R1A holoenzyme, primary screen, biochemical, fluorescence polarization, Cy5-IP20, bovine R1A, mouse PKAc; cAMP-dependent protein kinase type I-alpha regulatory subunit (Bos taurus) + …; PKA-R1A dissociation; scaled: DMSO 0%, 113 µM cGMP 100%; activation, % at 11.4 µM; actives 0.083% (n = 340,000); AID 504707, 2011;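 active = percent activation above the mean of all tested compounds plus 3 SD, cut at about 19% in these data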;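 also: higher means more PKAc released from R1A so a rise in polarization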
Arrestin-AP2 inh: inhibitors of beta-arrestin/AP2 binding, primary screen, biochemical, GPCR trafficking, flow cytometry | FITC-arrestin peptide / GST-AP2 beads; AP2 beta2 appendage carries R879A mutation | inhibition, % at 10 µM | actives 0.31% (n = 340,000) | AID 504490, 2011;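 active = inhibition above a set limit, near 3 SD of compounds lacking own fluorescence, cut at about 54% in these data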;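 also: plate controls were DMSO wells for no effect and 5 µM unlabelled arrestin peptide for full effect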
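system = GST-tagged AP2 beta2-adaptin appendage (R879A) on 4 µm glutathione beads | reagent = FITC-labelled arrestin peptide probe, 50 nM final | schedule = compound with beads 12 min RT, then probe 1 h RT | signal = HyperCyt-sampled flow cytometry, FL1 channel, ex 488/em 535 nm | read-out = percent response from loss of bead-bound FITC fluorescence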
MOR-DOR inv ag: inverse agonists of MOR-DOR heterodimerization, primary screen, cell-based, luminescence; cell-based MOR-DOR heterodimer luminescence, inverse agonism; inhibition, % at 9.3 µM; Mu-type opioid receptor (Homo sapiens) + Delta-type opioid receptor (Homo sapiens), …; actives 0.21% (n = 340,000); AID 504357, 2011; in the data active = inhibition above about 22%, passing the limit was not always enough;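 also: 0% = cells with DMSO and 100% = wells without cells with DMSO; values of inactives mirror those of a sister screen read the other way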
V-ATPase pH: regulators of yeast V-ATPase proton pumping, primary screen, pHLuorin cytosolic pH fluorescence. S. cerevisiae. response, % at 10 µM. actives 0.37% (n = 350,000). AID 504577, 2011; in the data active = response mostly above about 7.3%, no sharp cut-off; inactive = mostly below about 5.4%; also: actives read high; inactives centre near 0; some compounds called inactive have numbers as strong as hits; reference of the scale not given here
HTR5A ag ctr: HTR5A agonists in luminescence cell assay, primary screen, counter-screen for OPRM1-OPRD1 heterodimer agonist project, full-deck HTS; cell-based; activation, % at 9.3 µM; 5-hydroxytryptamine receptor 5A (Homo sapiens), P47898; actives 0.61% (n = 340,000); in the data active = activation mostly above about 9.5%, no sharp cut-off; inactive = mostly below about 7.6%;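 also: 0% = cells with vehicle only and 100% = reference agonist; strong numbers were not always called active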
Target sequence (P47898 whole entry, looked up): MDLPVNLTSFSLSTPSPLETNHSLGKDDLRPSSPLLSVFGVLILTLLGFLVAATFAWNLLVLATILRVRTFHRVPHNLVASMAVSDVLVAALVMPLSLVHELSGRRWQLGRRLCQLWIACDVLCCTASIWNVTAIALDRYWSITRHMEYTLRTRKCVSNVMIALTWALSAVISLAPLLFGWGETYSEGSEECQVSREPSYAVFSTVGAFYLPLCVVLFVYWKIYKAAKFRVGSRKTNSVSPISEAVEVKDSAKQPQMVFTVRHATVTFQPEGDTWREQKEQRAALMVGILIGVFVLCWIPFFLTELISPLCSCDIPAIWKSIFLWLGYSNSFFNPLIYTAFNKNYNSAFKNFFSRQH
DAGLB inh: DAGLB lipase inhibitors, primary screen, biochemical, fluorescence, HTS; Diacylglycerol lipase-beta (Homo sapiens), Q8NCG7; HEK293T DAGLB membrane lysate, EnzChek fluorogenic substrate; inhibition, % at 5.17 µM; actives 0.059% (n = 340,000); AID 504411, 2011; in the data active = inhibition above about 34%;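 also: 0% = enzyme with vehicle and 100% = wells lacking enzyme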
HTR5A inv ctr: HTR5A inverse agonists in luminescence cell assay, primary screen, counter-screen for OPRM1-OPRD1 heterodimer inverse agonist project, full-deck HTS | inhibition, % at 9.3 µM | HTR5A cell line, inverse agonism | actives 0.083% (n = 340,000) | AID 504634, 2011 | 5-hydroxytryptamine receptor 5A (Homo sapiens), P47898; in the data active = inhibition mostly above about 23%, no sharp cut-off; inactive = mostly below about 18%;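 also: 0% = cells with DMSO and 100% = no-cell wells with DMSO; some compounds called inactive have numbers as strong as hits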
Pemphigus Ab inh: inhibitors of pemphigus antibody binding to DSG3, primary screen, biochemical, bead-based, flow cytometry, scFv-GFP. DSG3-coupled beads, scFv-anti-DSG3-GFP binding; active compounds read low. binding (percent of control), % at 10 µM. actives 0.48% (n = 310,000). AID 588358, 2011;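 active = binding more than 3 SD below its plate's average and above zero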;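 also: hits lower antibody fragment binding to DSG3; some compounds called inactive have numbers as strong as hits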
OPRM1-OPRD1 ag: agonists of OPRM1-OPRD1 heterodimerization, primary screen, cell-based, luminescence; Mu-type opioid receptor (Homo sapiens) + Delta-type opioid receptor (Homo sapiens), …; cells; activation, % at 9.3 µM; actives 0.3% (n = 340,000); in the data active = activation above about 18%;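 also: 0% = vehicle-treated cells and 100% = reference agonist; values of inactives mirror those of a sister screen read the other way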
PKA-R2B act: activators of PKA-R2B holoenzyme, primary screen, biochemical, fluorescence polarization, Cy5-IP20, human. PKA-R2B holoenzyme dissociation; R2B truncated from residue 108, S112A mutant; 0% DMSO only, 100% 113 µM cGMP. AID 504700, 2011. cAMP-dependent protein kinase catalytic subunit beta (Homo sapiens) + cAMP-dependent …. activation, % at 11.4 µM. actives 0.079% (n = 340,000);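 active = activation above a cutoff set at the mean over all compounds plus 3 SD, cut at about 18% in these data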;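 also: higher means more holoenzyme dissociation and a rise in polarization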
Target sequence (P31323 whole entry, looked up, other chains not shown, the tested form may be a part): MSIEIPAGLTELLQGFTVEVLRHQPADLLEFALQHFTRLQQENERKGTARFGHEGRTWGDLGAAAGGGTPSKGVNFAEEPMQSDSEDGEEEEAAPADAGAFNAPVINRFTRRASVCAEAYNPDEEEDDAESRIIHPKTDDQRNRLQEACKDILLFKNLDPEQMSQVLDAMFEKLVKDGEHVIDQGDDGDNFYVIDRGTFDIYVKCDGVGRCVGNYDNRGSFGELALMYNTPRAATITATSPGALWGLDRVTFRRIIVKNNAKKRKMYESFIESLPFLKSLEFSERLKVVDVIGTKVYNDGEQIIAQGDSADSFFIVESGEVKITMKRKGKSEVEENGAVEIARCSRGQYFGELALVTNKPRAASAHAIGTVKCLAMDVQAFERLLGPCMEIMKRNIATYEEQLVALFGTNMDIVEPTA
* = called active by the depositor; · = no result given.

SMILES,PKA-R1A activ,Arrestin-AP2 inh,MOR-DOR inv ag,V-ATPase pH,HTR5A ag ctr,DAGLB inh,HTR5A inv ctr,Pemphigus Ab inh,OPRM1-OPRD1 ag,PKA-R2B act
Cc1cc2ccccn2c1C(=O)c1nc(NCc2ccco2)ncc1Cl,-12,-1,-2,-1,-2,-2,4,91,0.3,-16
COc1ccc(CCNC(=O)c2ccc3c(c2)N(Cc2ccccc2)CCS3)cc1OC,-15,-9,1,-1,4,-1,-8,106,-0.1,-2
N=C1/C(=C/c2ccc(OCc3ccccc3)cc2)C(=O)N=C2SC(CC(=O)N3CCOCC3)=NN12,14,2,17,-4,3,4,2,100,-3.4,5
CC(C)(C)NC(=O)C(=O)NNC(=O)C12CC3CC(CC(C3)C1)C2,-4,17,6,-5,-2,-3,-23,·,-1.1,11
C=CCNC(=O)C1CC(=O)N(c2ccc(Br)cc2)C1 (configuration not stated),-6,0,4,1,2,7,-7,101,-0.7,2
Cc1ccc(NC(=O)COC(=O)C2C3CC4OC(=O)C2C4C3)cc1 (configuration not stated),0,1,6,3,2,0,-3,104,-0.8,4
Cc1ccc2oc(C(=O)N(C)Cc3cnccn3)c(C)c2c1,-7,3,13,4,0,3,2,103,-2.6,3
Cn1cnc2c1c(=O)n(Cc1ccccc1)c(=O)n2C,-3,8,18,0,1,1,-3,111,-3.2,-1
CC1CN(S(=O)(=O)c2ccccc2)CN1C(=O)N1CCOCC1 (configuration not stated),4,19,-10,-3,7,-2,8,101,1.3,5
Cn1cc(/C=N/NC(=O)c2cccc([N+](=O)[O-])c2)c2ccccc21,-6,-13,1,5,-2,2,-4,25*,-0.2,-4
O=C(NCCN1CCOCC1)c1cccc(Br)c1,4,-2,8,1,2,1,-46,109,-1.5,0
O=C(O)c1cccc2c1C(=O)c1ccccc1C2=O,-9,5,3,1,-1,2,2,109,-0.6,6
O=C(C1CCCO1)N1CCN(C(=S)Nc2ccc(Cl)c(Cl)c2)CC1 (configuration not stated),-14,-1,7,0,0,0,-4,109,-1.5,-14
O=C(C1CC1)N1CCC(Oc2cccc(C(=O)N3CCCCC3CCO)c2)CC1 (configuration not stated),-1,11,4,-6,-4,0,-4,106,-0.8,-5
Cc1ccc(C)c(Oc2cc(NN3CCCCC3)c([N+](=O)[O-])cc2[N+](=O)[O-])c1,-2,0,11,-4,1,0,6,102,-1.9,6

SMILES,PKA-R1A activ,Arrestin-AP2 inh,MOR-DOR inv ag,V-ATPase pH,HTR5A ag ctr,DAGLB inh,HTR5A inv ctr,Pemphigus Ab inh,OPRM1-OPRD1 ag,PKA-R2B act
O=C(O)c1ccccc1SCC(=O)N1CCc2ccccc21,-5,-2,-15,-3,-1,0,-17,101,3.0,1
CN(C)C(CNC(=O)c1cccc(NS(=O)(=O)c2ccc(Br)cc2)c1)c1ccco1 (configuration not stated),1,-10,-43,0,-2,2,7,105,6.6,-7
CCOC(=O)c1c(C)[nH]c(O)c1C=Nc1ccc(Cl)cc1,-7,3,-236,3,-3,-3,8,·,39*,-4
CCSC1=C(C#N)C2(CCCCC2)C2=C(CC(C)(C)CC2=O)N1,-6,-23,-5,1,6,-10,-16,84,1.0,10
O=C(N/N=C/c1ccco1)c1ccccc1OCc1ccccc1Cl,-18,1,-5,1,0,1,1,111,0.8,-6
O=C(CCN1CCN(c2ccccc2)CC1)N/N=C/c1ccccc1O,-3,16,-6,1,-1,1,2,96,1.1,-7
COc1cc(NC(=O)c2sc3ncn(CC(=O)N4CCCC(C)C4)c(=O)c3c2C)cc(OC)c1OC (configuration not stated),4,4,6,2,2,1,4,100,-1.2,-9
CC1(C)Cc2nc3oc4c(N5CCOCC5)ncnc4c3cc2CO1,-3,9,0,2,1,0,14,105,0.1,-7
O=C(NCCCO)c1cc([N+](=O)[O-])cc2c1C=Cc1ccccc1O2,-1,8,-42,2,2,3,-6,96,5.8,0
CN(C)c1nc2c(N)ncnc2n1[C@H]1O[C@@H](CO)[C@H](O)[C@@H]1O,-11,-20,5,2,-3,0,11,99,-1.1,2
O=C(Cn1cnc([N+](=O)[O-])n1)NC1CC1,-4,-6,14,-2,3,0,-7,102,-3.0,-5
Cc1cc(C)n(CC(=O)NC2CCCc3c2cnn3-c2ccccc2F)n1 (configuration not stated),6,8,15,3,4,2,-11,·,-2.8,2
Cc1ccc(N=C2S/C(=C/c3cccc(OCC(=O)O)c3)C(=O)N2C)cc1C,-3,5,16,4,0,-2,1,115,-3.7,-6
CN(C(=O)COc1cc(=O)n(C)c2ccccc12)c1ccc(Br)cc1,-2,-5,14,2,-2,1,5,108,-2.7,5
O=C(N/N=C/c1cc2c(cc1[N+](=O)[O-])OCO2)c1cccnc1,-3,0,9,2,-1,-1,-6,93,-1.7,4

SMILES,PKA-R1A activ,Arrestin-AP2 inh,MOR-DOR inv ag,V-ATPase pH,HTR5A ag ctr,DAGLB inh,HTR5A inv ctr,Pemphigus Ab inh,OPRM1-OPRD1 ag,PKA-R2B act
CCN(CC(=O)Nc1ccc(NC(C)=O)cc1)c1ccc(C(F)(F)F)cn1,-6,23,7,2,1,-2,-24,83,-1.4,-7
COc1ccc(NC(=O)c2ccccc2N(Cc2ccccc2)S(C)(=O)=O)c(OC)c1,3,-2,17,-7,-1,-1,5,95,-3.5,-5
Cc1cc(C(=O)COC(=O)/C=C/c2cccc(Br)c2)c(C)n1C,-4,-2,5,3,-1,-2,-7,102,-0.8,-2
C[C@H]1CN([C@@H](C)CO)C(=O)CCCn2nncc2CO[C@H]1CN(C)S(=O)(=O)c1ccc(F)cc1,-6,·,·,1,·,0,·,111,·,-17
COC(=O)C(CC(C)C)NC(=O)c1ccc([N+](=O)[O-])cc1 (configuration not stated),-8,-5,4,0,-1,-1,13,86,-0.6,-14
C(#Cc1ccccc1)Cn1nnc2ccccc21,-8,-2,0,1,-4,-3,3,99,-0.1,0
CC1(C)CC(=O)C2=C(C1)N1C(=C(C#N)C2c2ccc(Cl)cc2)N=C(N)c2ccccc21 (configuration not stated),-6,5,-24,2,0,4,0,108,4.7,-9
CC(C)(C)C1=NN(c2ccc([N+](=O)[O-])cc2)C(c2ccccc2)C1 (configuration not stated),-10,-4,-28,0,1,-10,-4,93,3.9,-6
CSCCC(NC(=O)c1ccc(C)o1)C(=O)O (configuration not stated),6,6,5,0,1,-3,2,104,-1.2,4
CCCc1nc2ccccc2c(C(=O)OCC(=O)NCc2ccc3c(c2)OCO3)c1CC,-9,16,-46,-1,0,-6,1,107,6.3,-15
Cc1cc(C)n(C(=O)CNc2ccccc2Cl)n1,-2,11,-27,1,-5,-3,7,99,4.8,4
C/C=C(\C)CN1CCc2cc(OC)c(OC)cc2C1,-10,1,11,2,4,3,7,·,-2.1,0
CCOC(=O)C1(Cc2cccc(Cl)c2)CCCN(C(=O)c2ccc(C)nc2)C1 (configuration not stated),-8,37,11,-3,-5,-1,-11,67*,-2.2,-5
C1CN(CC2COC(CN3CCOCC3)CO2)CCO1 (configuration not stated),-5,-3,17,2,2,-1,-9,·,-3.6,-7
Clc1cccc(Cl)c1CNC1CCCC1,2,-12,0,-1,-1,1,3,100,0.0,-1

SMILES,PKA-R1A activ,Arrestin-AP2 inh,MOR-DOR inv ag,V-ATPase pH,HTR5A ag ctr,DAGLB inh,HTR5A inv ctr,Pemphigus Ab inh,OPRM1-OPRD1 ag,PKA-R2B act
O=C(NCc1n[nH]c(=S)n1-c1cccc(Cl)c1)c1cccs1,5,15,15,-1,2,0,2,99,-3.1,-7
O=c1c2c(ncn2C2CCCC2)n(Cc2ccccc2)c(=O)n1CCOc1ccc(Br)cc1,-8,-3,-2,3,-1,-4,-6,124,0.3,-4
COc1ccc(C)cc1S(=O)(=O)Nc1cccc(Cl)c1,-21,28,-4,12,5,-1,-30,101,0.8,3
CC(=O)N1CCOc2ccc(S(=O)(=O)NC(C)c3ccccc3)cc21 (configuration not stated),-11,25,2,-5,1,-2,-5,·,-0.4,-4
COC(=O)c1cccc(NC(=O)c2ccco2)c1,-8,16,2,-3,6,3,-17,·,-0.4,4
Cc1ccnc(NC(=O)CCC(=O)N(CC(=O)NC(C)(C)C)C2CCCC2)c1,-4,3,3,-1,-3,-1,-6,·,-0.6,2
COc1cccc(CN(C)C(=O)c2cc(S(=O)(=O)NC3CCCCC3)ccc2C)c1OC,-1,36,1,1,-2,-2,5,92,-0.2,-1
COc1ccc(/C=C2/SC(=S)N(CCC(=O)Nc3cccnc3)C2=O)cc1OC,2,·,·,7,·,3,·,101,·,-3
Cc1ccc(-c2ccc(CN3C(C)C(=O)N(Cc4cn(CCC5OCCCO5)nn4)CCS3(=O)=O)cc2)cc1 (configuration not stated),-9,·,·,-1,·,1,·,104,·,-1

High-throughput results: PubChem BioAssay, several laboratories
